# VHR inh color: VHR1 (DUSP3) phosphatase inhibition; P51452; recombinant VHR phosphatase, colorimetric substrate read-out; inhibition, % at 20 µM; 0.7% of 50,000 active; AID 1992; in the data active = inhibition above about 60%; note: some results filed as inactive read as strong as hits
# Target sequence (P51452 whole entry, looked up): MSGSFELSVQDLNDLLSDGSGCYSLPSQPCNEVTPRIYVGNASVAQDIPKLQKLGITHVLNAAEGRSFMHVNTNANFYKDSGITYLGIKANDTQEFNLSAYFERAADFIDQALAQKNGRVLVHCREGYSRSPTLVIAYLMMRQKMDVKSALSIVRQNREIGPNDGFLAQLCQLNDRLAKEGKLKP
# * hit, by the source's call; & = joins results of further samples. These rows are one share of the data; the hit share may differ from the screen's.
SMILES,VHR inh color
O=C(Nc1ccc(Cl)c(-c2nc3ccccc3[nH]2)c1)c1cccs1,-2.5
O=C(COc1ccccc1)Nc1cc(C(F)(F)F)cc(C(F)(F)F)c1,-1.5
Cc1cccc(C(=O)NNC(=O)c2ccc(Cl)cc2)c1O,-8.5
CCN1C(C)=C(C(=O)OC)C(c2ccc([N+](=O)[O-])cc2)C(C(=O)OC)=C1C,-3.9
COc1ccc(OCC(=O)NCc2ccc3c(c2)OCO3)cc1,-43.8
Cc1ccc(N(CC(=O)NCCc2ccccc2)S(C)(=O)=O)cc1Cl,-2.5
CC1=NN(c2cccc(F)c2)C(=O)/C1=C\c1ccc(N(C)C)cc1,-4.2
CCOC(=O)c1sc(C)c2c(=O)n(CCc3ccccc3)nnc12,-4.6
Cc1ccc(NC(=S)NC(=O)/C=C/c2ccccc2)cc1NC(=O)c1ccccc1,-1.3
N#CCOc1ccccc1/C=C1/SC(=S)NC1=O,-30.9
CCOC(=O)CNC(c1ccccc1)c1cc(Br)ccc1NC(=O)OCC (stereo unspecified),-21.7
Cc1ccc(-c2nc3ccccn3c2NC(=O)c2ccco2)cc1,-11.2
COc1ccc(C(NC(=O)c2ccco2)c2ccc(OC)cc2)cc1,-9.5
Ic1cccc(-c2nnc3ccc4ccccc4n23)c1,21.0
COc1cc(OC)cc(C(=O)O/N=C(\c2ccncc2)c2ccc([N+](=O)[O-])cc2)c1,-18.8
CC1=C(C(=O)OC(C)C)C(c2ccccc2)N2C(=O)CCSC2=N1 (stereo unspecified),-27.6
CC(=O)c1c(C)nc2ccc(OC(F)(F)F)cc2c1-c1ccccc1,-7.5
Cc1ccc(N2NC(=O)/C(=C\c3ccco3)C2=O)cc1C,-12.7
Cc1ccccc1OCC(=O)N=Nc1c(O)[nH]c(=O)[nH]c1=O,-17.6
Cc1ccc(N(CC(=O)NCc2ccccc2)S(C)(=O)=O)cc1Cl,-7.2
CC(C)c1ccc(NC(=O)C(=O)NCc2cccs2)cc1,-22.0
O=C1C2C(c3ccccc3)OC3(C(=O)c4ccccc4C3=O)C2C(=O)N1c1cccc(C(F)(F)F)c1 (stereo unspecified),11.3
Cc1cccc(C(=O)Oc2ccc3c(C)cc(=O)oc3c2)c1,-42.0
Clc1cccc(OCCCN2CCOCC2)c1Cl,-32.1
CC(Cc1ccccc1)NC(=O)NC(=O)Cc1ccccc1 (stereo unspecified),-15.0
c1ccc(Nc2cccc3nonc23)cc1,4.7
O=C1NC(=O)/C(=C\c2ccc(-c3ccc(C(=O)O)cc3)o2)S1,11.0
CCOC(=O)C1=C(C)N(CCOC)C(=O)/C1=C\c1ccc(C)cc1,-4.6
O=C1NN(c2ccccc2)C(=O)/C1=C\c1cccc([N+](=O)[O-])c1,40.3
CC(C)c1ccc(-c2cc(C(=O)O)c3ccccc3n2)cc1,-12.7

# Shown field by field: four of the compounds above.
CC(C)c1ccc(NC(=O)C(=O)NCc2cccs2)cc1
  VHR inh color: -22.0
O=C1C2C(c3ccccc3)OC3(C(=O)c4ccccc4C3=O)C2C(=O)N1c1cccc(C(F)(F)F)c1 (stereo unspecified)
  VHR inh color: 11.3
Cc1cccc(C(=O)Oc2ccc3c(C)cc(=O)oc3c2)c1
  VHR inh color: -42.0
Clc1cccc(OCCCN2CCOCC2)c1Cl
  VHR inh color: -32.1

# The results go on:
SMILES,VHR inh color
O=C1C2=C(Nc3ccccc3SC2c2ccc3c(c2)OCO3)c2ccccc21 (stereo unspecified),18.6
O=C1NC(=O)N(c2ccccc2Cl)C(=O)/C1=C\C=C\c1ccco1,4.9
O=C(CCCOc1ccccc1)NCCc1ccccc1,-10.9
COc1cccc(C(=O)Nc2ccc3nn(-c4ccc(Cl)cc4)nc3c2)c1,-27.6
Cc1ccc(NC(=S)NC(=O)C(=O)Nc2ccccc2)cc1,6.5
CCOC(=O)C1=C(C)N=c2s/c(=C\c3cccc([N+](=O)[O-])c3)c(=O)n2C1c1ccccc1F (stereo unspecified),-13.2
O=CNc1nonc1NNc1ccccc1,65.4
COc1ccc(CC(=O)NCc2ccc3c(c2)OCO3)cc1OC,-8.1
COc1ccc(OCC(=O)Nc2ccc(I)cc2Cl)cc1,3.3
COc1ccc(Br)cc1/C=C/C(=O)Nc1nc2ccc(C)cc2s1,-6.3
COc1ccc(CNCc2ccccc2)cc1,-22.2&14.3
O=C1NC(=Nc2ccc(Cl)c(Cl)c2)S/C1=C/c1ccccc1O,-28.5
COc1ccc(C2CC(c3ccc(C)cc3)=NN2C(C)=O)cc1OC (stereo unspecified),9.4
O=C(Cc1ccc(Br)cc1)Nc1cc(Cl)c(Cl)cc1Cl,-14.4
O=C(N/C(=C/c1ccc(-c2cccc([N+](=O)[O-])c2)o1)C(=O)N1CCCCC1)c1ccccc1,2.1
CCOc1ccccc1NS(=O)(=O)c1ccc(OC)cc1,-2.1
CCN1C(=O)/C(=C\c2cc(Br)cc([N+](=O)[O-])c2O)SC1=S,-30.7
CC(=O)c1cccc(NC(=O)COc2ccccc2C(C)(C)C)c1,-17.0
CCOC(=O)c1c(-c2ccc(Br)cc2)csc1NC(=O)c1cccc([N+](=O)[O-])c1,-2.0
COc1ccccc1Nc1nc(N2CCOCC2)ncc1F,-22.0
Cc1nc2cc(NCc3ccc(N(C)C)cc3)ccc2n1Cc1ccccc1,2.6
C#CCSc1nc2sc3c(c2c(=O)n1CC=C)CCC3,6.3
CCOc1ccccc1NC(=O)CN(c1cccc(Br)c1)S(=O)(=O)c1ccccc1,-22.8
O=[N+]([O-])c1ccccc1S(=O)(=O)Nc1ccc(OCc2ccccc2)cc1,9.8
CCOc1ccc(-c2nc(-c3ccc(F)cc3)no2)cc1,-13.1
Cc1ccc(C2(C)N(O)C(C)C(c3ccccc3)=[N+]2[O-])o1 (stereo unspecified),-26.2
Cc1ccc(OCC(=O)NCc2cccnc2)c(C)c1,-2.0
O=C(c1ccccc1F)N1CCN(c2cc(N3CCOCC3)c(F)cc2[N+](=O)[O-])CC1,3.0
CN(C)c1ccc(C2/C(=C(/O)c3ccccc3)C(=O)C(=O)N2Cc2ccccc2)cc1 (stereo unspecified),-7.4
CCC(=O)N1CCN(c2ccc(C(C)=O)cc2F)CC1,-2.0

# The final 3 entries of the section above come first, to join the parts.
molecule,VHR inh color
O=C(c1ccccc1F)N1CCN(c2cc(N3CCOCC3)c(F)cc2[N+](=O)[O-])CC1,3.0
CN(C)c1ccc(C2/C(=C(/O)c3ccccc3)C(=O)C(=O)N2Cc2ccccc2)cc1 (stereo unspecified),-7.4
CCC(=O)N1CCN(c2ccc(C(C)=O)cc2F)CC1,-2.0
COc1ccc(/C=C(\C(=O)c2ccccc2)c2nc3ccccc3s2)cc1,16.8
CCOC(=O)NC(Nc1cccc(F)c1)(C(F)(F)F)C(F)(F)F,5.4
O=C(Nc1ccc(NC(=O)c2ccc(Cl)cc2Cl)c(Cl)c1)c1ccccc1,16.6
CCOC(=O)C(=C/C=C1/Sc2ccccc2N1C)C(=O)OCC,-0.2
O=C(Nc1ccccc1C(F)(F)F)c1ccc(-c2ccc(Cl)cc2Cl)o1,-20.9
CC(=O)N1C(=O)c2cccc3cccc1c23,-11.5
N/C(=N/c1nc2ccccc2o1)NC(=O)c1ccccc1[N+](=O)[O-],9.0
CC(C)(C)NC(=O)CSc1nc(O)cc(=O)n1-c1ccccc1,11.0
NC(=O)c1ccccc1NC(=O)c1cc2ccccc2oc1=O,20.0
Cc1ccc(C(=O)Nc2cccc(NC(=O)COc3ccc(Br)cc3)c2)cc1,-11.2
C=CCN(CC=C)C(=O)c1cc(OCC)c(OCC)c(OCC)c1,16.7
O=C(CN(c1cccc([N+](=O)[O-])c1)S(=O)(=O)c1ccccc1)N1CCc2ccccc2C1,-0.1
O=C1CC(N2CCN(C(c3ccccc3)c3ccccc3)CC2)C(=O)N1c1ccc(F)cc1 (stereo unspecified),-14.1
S=C(NCCC(c1ccccc1)c1ccccc1)Nc1ccc(Cl)cc1,-28.7
Cc1nn(CC(=O)Nc2c(Cl)cccc2Cl)c(=O)c2ccccc12,5.7
COc1ccccc1CN1CCN(Cc2ccccn2)CC1,20.0
COc1ccc(C2CC(C(F)(F)F)n3nc(C(=O)N4CCN(C)CC4)c(Cl)c3N2)cc1 (stereo unspecified),-34.5
O=C(Cc1ccc(F)cc1)Nc1ccccc1Br,20.2
O=C1CC(N2CCC(O)CC2)C(=O)N1c1ccc(Br)cc1 (stereo unspecified),-9.9
COC(=O)c1ccc(N=Cc2c(O)n(C)c(=O)[nH]c2=O)cc1,0.7
CCCCN(CCCC)S(=O)(=O)c1ccccc1[N+](=O)[O-],-4.0
COc1ccc(C2C3=C(CC(C)(C)CC3=O)OC3=C2C(=O)CC(C)(C)C3)cc1C(=O)O,-0.2
O=C(Nc1ccc(Oc2ccccc2)cc1)Nc1cc(F)c(F)cc1Cl,0.3
CCc1ccc(-c2csc(/C(C#N)=C/c3ccc(C)o3)n2)cc1,6.9
FC(F)(F)c1ccccc1CN1CCN(Cc2c[nH]c3ccccc23)CC1,3.4
COc1cccc(C(=O)Nc2ccc(Cc3ccncc3)cc2)c1,1.6
CC(=O)Nc1ccccc1NS(=O)(=O)c1ccccc1[N+](=O)[O-],-2.0
CCN(CC)c1ccc(N/C(N)=N/c2nc(C(F)(F)F)cc(=O)[nH]2)cc1,-6.4
COCCN1C(=O)/C(=C/c2ccc(O)c(OC)c2)SC1=S,12.7
CC1=NN(C(=O)c2ccccc2)C(C)(O)C1(C)C (stereo unspecified),2.8
O=C1NC(=S)N(c2cccc(Br)c2)C(=O)/C1=C/c1cccs1,14.8
Cc1ccc(-n2nc(-c3ccccc3)c3c2C(=O)C=CC3=O)cc1,8.9
COc1ccc(C(=O)Nc2ccc(OC)c(OC)c2)cc1,-7.5
CCCCc1ccc(-c2csc(/C(C#N)=C/c3ccc(O)c(OC)c3)n2)cc1,-12.0
Cc1cc(Cl)ccc1OCC(=O)NCc1ccccn1,3.7
CCOc1ccc(N(CC(=O)Nc2cccc3ccccc23)S(C)(=O)=O)cc1,-16.0
Cc1ccnc(NC(=O)/C=C/c2ccc(-c3ccccc3[N+](=O)[O-])o2)c1,9.0
OC(CCOc1cccc2ccccc12)CN1CCN(CC(O)COc2cccc3ccccc23)CC1 (stereo unspecified),-2.3
COc1ccc(CN2CCN(S(=O)(=O)c3ccc(C)cc3)CC2)cc1,4.2
CC(=O)C12CCCCC1CC1C3CC(C)[C@@]4(O)CC(O)CCC4(C)C3CCC12C (stereo partly specified),-5.7
COc1ccc(NC(=O)C(=O)N/N=C/c2ccc(OC)c(OC)c2)cc1,-0.1
CN1C(=O)C(O)(CC(=O)c2ccc(F)cc2)c2ccccc21 (stereo unspecified),-33.5
O=C(NCCCN1CCOCC1)C(=O)Nc1ccc(F)cc1,-7.1
CS(=O)(=O)N(Cc1ccc(C(=O)Nc2ccc3c(c2)OCO3)cc1)c1ccccc1,-19.0
Cc1cc2c(cc1C)N(C(=O)CSc1nc3ccccc3o1)C(C)(C)c1ssc(=S)c1-2,21.0
Cc1ccccc1OCC(=O)Nc1ccc(-c2ccccc2)cc1,6.8
N#CCSc1nc(-c2ccccc2)c(-c2ccccc2)o1,-7.0
Cc1cc(C)c(C)c(OCCCCCCN2CCCC2)c1,11.1
Cc1ccc(S(=O)(=O)N=Nc2c(O)[nH]c3ccccc23)cc1C,-10.3
COc1ccccc1/C=N/n1c(-c2ccccc2C)nc2ccccc2c1=O,-4.2

# More compounds
molecule,VHR inh color
COc1ccc(-n2c(=O)c3c(n4c(=S)[nH]nc24)-c2ccccc2CC32CCCCC2)cc1,44.3
Cc1ccc(OCC(=O)N2CCN(c3ccc([N+](=O)[O-])cc3)CC2)cc1C,-10.2
CC(=O)Nc1ccc(/C(C)=N\NC(=O)CCN2CCCCC2)cc1,-4.1
CCOC(=O)c1ccc(NC(=NC)SC2CC(=O)N(c3ccccc3F)C2=O)cc1 (stereo unspecified),-3.5
COC(=O)c1ccccc1NC(=O)c1ccc(CN2CCc3ccccc3C2)cc1,-16.0
Cc1c(N2C(=O)/C(=C3/C(=O)N(CC(N)=O)c4ccccc43)SC2=S)c(=O)n(-c2ccccc2)n1C,78.4
O=C(Nc1cccc(Cl)c1)/C(=C/c1cccnc1)NC(=O)c1cccc(Br)c1,-6.3
NC(=O)c1c(NC(=O)C2c3ccccc3Oc3ccccc32)sc2c1CCCCCC2,-17.1
NC(=O)NC(c1ccccc1)c1ccc(Br)cc1 (stereo unspecified),0.8
O=C1NC(=O)N(c2ccccc2)C(=O)/C1=C\c1cccc(OCc2ccc(F)cc2)c1,-9.3
COc1cc2c(cc1OC)C(c1ccccc1)NC(C)(C)C2 (stereo unspecified),-5.1
CCOc1ccc(Nc2nc(-c3sc(NC(=O)c4ccccc4)nc3C)cs2)cc1,-7.4
CCCN(CCC)CN1C(=O)S/C(=C/c2ccc(SC)cc2)C1=O,8.8
CC(C)(C)C(=O)/C=C(/c1ccccc1)N1CCCCC1,-10.6
c1ccc2c(c1)nc(N1CCOCC1)c1nncn12,-13.6
COCCNCCOc1ccc(Br)cc1,-17.3
O=C1c2ccc(-c3nc4ccccc4c(=O)o3)cc2C(=O)N1c1ccc(I)cc1,0.3
COc1ccc(OC)c(C(=O)c2ccc(C(=O)c3cc(OC)ccc3OC)cc2)c1,7.5
Cc1ccccc1OCC(=O)N/N=C/c1ccc[nH]1,-17.4
Cc1ccc(OCC(=O)Nc2ccc(O)cc2)cc1C,6.7
O=C(Nc1ccc(I)cc1)c1ccc(Cl)cc1Cl,-0.6
CCc1nn2c(N)c(C=C3C=C(Cl)C(=O)C(Cl)=C3)c(=O)nc2s1,-23.6
O=C1/C(=C/c2ccccc2[N+](=O)[O-])SC(=S)N1Cc1ccco1,-13.8
C#CCSc1nnc2c3ccccc3n(CC=C)c2n1,18.9
CCN(CC)c1ccc(/C=C/C(=O)C23CC4CC(CC(C4)C2)C3)cc1,6.1
CC(=O)c1ccc(NC(=O)C2CC=C(C)CC2C(=O)O)cc1 (stereo unspecified),-10.8

# Assay outcomes as filed in PubChem BioAssay.
